F508del corr: correctors of CFTR F508del function in bronchial epithelial cells. CFBE cells, YFP halide quenching; stimulated with forskolin plus potentiator P3; % fluorescence drop versus neutral controls. activity (quench increase), % at 7.58 µM. actives 0.36% (n = 350,000). AID 720511;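 active = mean added fluorescence quench of at least 8% versus neutral control, with both replicates also reaching 8%; inconclusive = only one of the mean or replicate conditions met; inactive = mean below 8% and not both replicates reaching 8%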;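 also: cells transiently co-express mutant CFTR-F508del with the halide-sensitive YFP; corrector assay measuring rescue of mutant channel to the surface after 24 h compound exposure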
RAD54 inh: inhibitors of human RAD54 branch migration; actives 0.14% (n = 360,000); inhibition, % at 10.4 µM; RAD54 Holliday junction branch migration, FAM/BHQ fluorescence;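 active = mean normalized replicate activity at least 40 and at least half of replicates scoring 40 or more; inconclusive = only one of the two criteria met; inactive = mean below 40 and under half of replicates reaching 40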;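 also: 0% = median of neutral control wells and 100% = median of positive control wells; inhibitors cause a drop in the FAM fluorescence signal; in these data hits start at about 50%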
CASP6 VEID inh: caspase-6 (human) enzyme inhibition; P55212; purified caspase-6, Z-VEID-R110 cleavage fluorescence; inhibition, % at 12.5 µM; actives 0.53% (n = 350,000); AID 686996;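 active = mean inhibition across replicates at least about 35%, with every replicate also reaching that limit, limit read from the data; inconclusive = only one of the two criteria met; inactive = neither criterion met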;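 also: 0% = median of neutral control wells and 100% = no fluorescence left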
Target sequence (P55212 24-179 limits assumed): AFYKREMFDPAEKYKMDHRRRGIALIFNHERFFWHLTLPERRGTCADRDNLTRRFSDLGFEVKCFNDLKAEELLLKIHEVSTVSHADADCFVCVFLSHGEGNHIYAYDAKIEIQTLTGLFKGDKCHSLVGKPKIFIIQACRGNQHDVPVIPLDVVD
Target sequence (P55212 194-293 limits assumed): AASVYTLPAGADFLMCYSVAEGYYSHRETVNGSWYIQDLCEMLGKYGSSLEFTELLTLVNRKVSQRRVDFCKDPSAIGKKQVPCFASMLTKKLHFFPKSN
RAD52 anneal inh: blocks human RAD52 DNA annealing; recombinant RAD52 DNA annealing, FRET fluorescence; inhibition, % at 18.7 µM; actives 0.46% (n = 360,000); AID 651710;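 active = every replicate showing at least 50% inhibition; inconclusive = mean inhibition at least 50% but not in every replicate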
Target sequence (P43351 whole entry, looked up): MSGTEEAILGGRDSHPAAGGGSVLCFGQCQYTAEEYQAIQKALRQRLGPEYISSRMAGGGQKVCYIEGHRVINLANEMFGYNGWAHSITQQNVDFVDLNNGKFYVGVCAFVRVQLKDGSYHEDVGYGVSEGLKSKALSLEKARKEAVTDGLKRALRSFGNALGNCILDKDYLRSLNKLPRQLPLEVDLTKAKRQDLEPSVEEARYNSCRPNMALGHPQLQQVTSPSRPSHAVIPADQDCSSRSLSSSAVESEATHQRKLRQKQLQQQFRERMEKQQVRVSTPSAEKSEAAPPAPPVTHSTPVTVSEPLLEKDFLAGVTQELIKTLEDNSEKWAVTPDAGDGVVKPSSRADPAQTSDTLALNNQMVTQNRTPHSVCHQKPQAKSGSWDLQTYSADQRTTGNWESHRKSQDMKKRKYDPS
INS-1E GSIS act: GLuc luminescence reporter in INS-1E cells, primary screen for activators of glucose-dependent secretion of insulin; INS-1E GLuc reporter insulin secretion, 2-3 h; actives 0.61% (n = 370,000); activation, % at 16.6 µM;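 active = lowest replicate activation of at least 40%, so every replicate reaches that level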;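 also: 0% = median of neutral control wells and 100% = median of IBMX positive control wells; some compounds called inactive have numbers as strong as hits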
E-sel inducer: induces E-selectin expression in human endothelial cells. P16581. HUVEC E-selectin immunofluorescence imaging; normalized: neutral wells 0, TNF-alpha wells 100. activation, % at 7.58 µM. actives 0.37% (n = 260,000);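 active = mean E-selectin-positive cell signal at least 10% of the positive control, reached in at least 60% of replicates, without over 20% cell loss; inconclusive = no rule given, readout overlaps actives, possibly toxicity-flagged; inactive = the rest, including those meeting only one limit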;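 also: in these data hits start at about 27%; measured in HUVEC primary endothelial cells; signal is the percent of cells scored E-selectin positive by PE staining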
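material = human umbilical vein endothelial cells (HUVEC), E-selectin induction | quantity = 3,000 cells/well | medium = EGM-2 growth medium on 0.1% gelatin-coated wells | technique = immunofluorescence imaging | read-out basis = % PE-positive cells | control set = TNF-alpha positive control, DMSO neutral control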
DENV2 CPE: protects cells from dengue virus 2 cytopathic effect. DENV2-infected cells, cytopathic effect rescue, plate reader. AID 651640. CPE inhibition, % at 9.99 µM. actives 1.7% (n = 350,000); in the data active = CPE inhibition above about 20%, passing the limit was not always enough; inconclusive = no clear call, values can overlap the other calls; tested in BHK-21 cells;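 also: 0% = median of neutral control wells and 100% = median of positive control wells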
Xi reactivation: reactivates the inactive X chromosome in mouse fibroblasts; XiGFP mouse fibroblasts, % GFP-positive cells imaging, 3 d; cells co-treated with 5-aza-dC sensitizer; scaled so ellipticine positive control = 100%; activation, % at 7.58 µM; actives 0.055% (n = 360,000);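 active = mean normalized replicate activation at least 10% and every replicate at or above 10%; inconclusive = only one of the two criteria met; inactive = mean below 10% and not all replicates reach 10%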;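 also: 0% = median of on-plate neutral control wells and 100% = ellipticine 6 µM median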
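Schedule: 3 d treatment, 15 min room-temperature fixation; system: 68-5-11 XiGFP fibroblast line; buffer or medium: DMEM plus 5-aza-dC sensitizer; control set: ellipticine 6 µM positive control; compound: one concentration, pinned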
An asterisk follows results filed as active; ? = inconclusive; . = not tested or not shown.

SMILES	F508del corr	RAD54 inh	CASP6 VEID inh	RAD52 anneal inh	INS-1E GSIS act	E-sel inducer	DENV2 CPE	Xi reactivation
CCc1ccc(CN(C)C(=O)C2CCC(=O)N(CCc3ccc(OC)cc3)C2)nc1 (stereo not drawn)	3.2	-8	-3	-8	21	.	3	0.0
COc1ccc(-c2nc3c4ccccc4ccn3c2Cc2ccccc2)cc1OC	3.3	5	-2	-106	-6	.	-23	-0.2
O=C(Nc1nc2c(F)cccc2s1)c1ccc([N+](=O)[O-])o1	0.6	-11	-1	0	.	-0.2	1	0.1
CCOC(=O)C1CCN(c2ccc(Cl)nn2)CC1	0.5	.	-2	-4	27	0.0	-7	-0.1
COc1ccc(N2C(=O)CC(N(C)CCc3ccc(OC)c(OC)c3)C2=O)cc1 (stereo not drawn)	0.8	-2	-1	-5	6	.	7	0.0
CCc1ccc(C(=O)COC(=O)CNC(=O)c2ccc(Br)o2)cc1	-1.1	8	0	-16	-9	.	5	0.0
CN1CCCCN2[C@H](CO)[C@@H](c3ccc(-c4ccc(F)cc4)cc3)[C@@H]2C1	-0.5	-4	1	34	12	-0.2	61*	0.0
CCN(CC(=O)Nc1ccc(NC(C)=O)cc1)C(=O)c1ccc(N(C)S(=O)(=O)c2ccc(C)cc2)cc1	1.6	-3	1	-8	-9	.	6	0.9
CCCC(=O)N1CCN(c2nnc(-c3ccc(C)cc3)c3ccccc23)CC1	3.8	-20	-3	-12	-8	.	-1	0.0
C[C@@H]1CN([C@@H](C)CO)C(=O)Cc2cc(NC(=O)CCN3CCOCC3)ccc2O[C@@H]1CN(C)Cc1ccncc1	-0.8	-10	6	-10	5	19	4	0.1
O=C(NC[C@H]1[C@H](c2ccccc2)[C@H](CO)N1CC1CCCC1)c1cccnc1	-1.4	-3	.	.	-8	0.2	-16	0.0
CCc1ccc(C(=O)COC(=O)c2cc([N+](=O)[O-])ccc2N2CCOCC2)cc1	0.7	-8	-1	-240	7	0.2	-5	0.0
COc1cc(-c2cc(C(=O)Nc3cccc(C(C)=O)c3)c3ccccc3n2)cc(OC)c1OC	-0.8	1	5	-18	19	-0.1	5	0.0
COc1ccc(CN2C(=O)C(CC(=O)NC3CCCCC3)CC(C(=O)N(C(C)C)C(C)C)=C2C)cc1 (stereo not drawn)	1.3	9	-2	-10	-8	15	2	0.0
Cc1cccc(NC(=O)NC(C)C(c2cccs2)N2CCOCC2)c1 (stereo not drawn)	4.4	3	-1	-6	-12	0.0	4	0.1
NS(=O)(=O)c1ccc(Nc2ccc3nonc3c2[N+](=O)[O-])cc1	4.4	6	3	-8	-2	-0.2	2	0.1
CCCOc1ncnc2c1sc1nc3c(cc12)COC(C)(C)C3	-3.7	6	6	-3	.	-0.4	7	0.0
O=C1CCC/C(=N/NC(=O)C2CCN(S(=O)(=O)c3cccs3)CC2)C1	-0.7	.	1	-16	-2	.	5	0.3
COc1ccc(NC(=O)CCCCCn2nnc3ccccc3c2=O)cc1OC	-0.3	-3	0	1	-1	-0.4	1	0.2
COc1ccccc1NC(=O)CSc1ccc(-c2ccc(-n3ccnc3)cc2)nn1	-0.2	-6	13	-7	0	.	4	0.3
O=C(C[C@@H]1CC[C@H](NC(=O)Nc2ccc3c(c2)OCO3)[C@H](CO)O1)NCc1ccc2c(c1)OCO2	-2.5	-6	-2	-5	10	0.1	-1	-0.3
CC(C)NC(=O)N(C)C[C@H]1Oc2c(NC(=O)Nc3ccc(F)cc3)cccc2C(=O)N([C@H](C)CO)C[C@@H]1C	0.2	2	0	-6	-5	0.0	3	-0.9
C[C@@H]1CN([C@@H](C)CO)C(=O)Cc2cc(NC(=O)C3CC3)ccc2O[C@H]1CN(C)Cc1ccc(C(=O)Nc2ccccc2N)cc1	-0.5	-5	0	36	-2	0.2	-13	0.1
C[C@H](CO)N1C[C@H](C)[C@H](CN(C)C(=O)[C@@H](Cc2ccccc2)N(C)C)OCc2ccccc2-c2c(n(C)c3ccccc23)C1=O	3.7	1	0	20	2	0.1	-9	0.8
CC(C(=O)NC1CCCCC1)N1CCN(C)CC1 (stereo not drawn)	-2.2	-17	-5	-6	-21	0.0	-1	0.1
SMILES	F508del corr	RAD54 inh	CASP6 VEID inh	RAD52 anneal inh	INS-1E GSIS act	E-sel inducer	DENV2 CPE	Xi reactivation
NC(Cc1ccc(Cl)cc1)c1csc(Nc2ccc(C(=O)NCCCO)cn2)n1 (stereo not drawn)	0.3	-13	-1	13	-2	0.1	-6	0.0
COc1ccc(-c2[nH]ncc2CN(C)C(C)c2cccs2)c(F)c1 (stereo not drawn)	-1.2	-12	.	-5	-1	.	0	0.0
CC(c1ccon1)N(C)Cc1cn[nH]c1-c1ccc(F)cc1F (stereo not drawn)	-0.5	-7	-1	-38	.	-0.1	-4	0.0
C[C@@H]1CCCCO[C@@H](CN(C)C(=O)c2ccncc2)[C@@H](C)CN([C@H](C)CO)C(=O)c2cc(NC(=O)CCCCCC(=O)Nc3ccccc3N)ccc2O1	-2.5	-4	0	-13	-3	0.1	-12	-0.1
C[C@H]1CN([C@@H](C)CO)C(=O)Cc2cc(NC(=O)CCCN(C)C)ccc2O[C@@H]1CN(C)S(=O)(=O)c1cccs1	-1.1	8	.	.	20	-6.2	?	0.2
CC(=O)c1ccc(NC(=O)c2onc(C)c2Cl)cc1	-2.8	-17	-1	0	1	21	0	0.1
Cc1cc(C)nc(SCc2cccc(C(=O)O)c2)n1	-3.8	-20	3	-23	2	.	4	.
COc1ccc(-c2cc3cc(OC)c(OC)cc3c(C)n2)cc1C	1.0	-4	-1	-20	4	4.0	-1	0.0
Cc1cc(C)nc(OC(C(=O)O)C(OCC(C)C)(c2ccccc2)c2ccccc2)n1 (stereo not drawn)	-1.3	0	2	-2	-5	-0.1	4	0.1
CCN(CC)S(=O)(=O)c1ccc(Cl)c(NC(=O)COC(=O)c2cccn2C)c1	0.6	.	2	-22	4	-0.7	5	0.1
CCN(C(=O)CSc1ncn[nH]1)c1c(N)n(Cc2ccccc2)c(=O)[nH]c1=O	-1.8	-3	-1	7	19	.	-7	0.2
CCCC(=O)NC1CCCc2c1cnn2-c1ccc(C)c(C)c1 (stereo not drawn)	-8.2	2	8	-2	3	.	-6	0.2
CCn1c(SCC(=O)Nc2nc(C)cs2)nnc1-c1ccncc1	-2.0	-1	.	-10	14	0.2	-3	0.1
CC(C)Cc1nn2c(=O)cc(O)nc2s1	-3.0	-4	3	-16	6	.	-1	0.0
O=C(COC(=O)/C=C/c1ccccc1)Nc1ccc(Cl)cn1	-2.1	3	1	-12	-5	0.2	-4	0.0
CCOC(=O)C1CCCCN1C(=O)CCc1c(C)nc2cc(-c3ccccc3)nn2c1C (stereo not drawn)	1.5	-2	-1	4	0	3.7	-8	5.7
CC(C)NC(=O)Nc1ccc2c(c1)C(=O)N([C@@H](C)CO)C[C@@H](C)[C@@H](CN(C)C(=O)CCCN(C)C)OCCCC[C@H](C)O2	-2.9	12	-2	8	9	-0.2	-3	0.2
CC(C)(CN1CCC(Cc2ccccc2)CC1)NS(=O)(=O)c1ccccc1	-0.3	.	5	-1	-27	2.2	-4	0.0
COc1ccc(C(=O)Nc2c(C)ccc3nsnc23)cc1[N+](=O)[O-]	.	-2	.	.	6	-0.1	.	-0.2
O=C(c1ccc2c(c1)OCO2)N1CC2(C1)[C@@H](c1ccccc1)[C@@H](CO)N2C(=O)C1CC1	-0.3	.	1	1	-12	0.2	-6	0.1
O=S(=O)(c1ccc(C(F)(F)F)cc1)N1CCCN(c2ccc(C(F)(F)F)cn2)CC1	1.2	-12	-4	-9	.	0.4	-11	0.1
CC(=O)N(C)C[C@H]1Oc2cc(C3=CCCCC3)ccc2S(=O)(=O)N([C@H](C)CO)C[C@H]1C	-1.4	.	.	.	0	0.2	.	-0.9
COc1ccc(NC(=O)Nc2ccc3c(c2)C(=O)N([C@@H](C)CO)C[C@H](C)[C@@H](CN(C)Cc2ccc(Cl)c(Cl)c2)O3)cc1	1.0	6	1	4	-15	0.7	1	-0.3
O=C(O)c1cccc(S(=O)(=O)Nc2ccccc2C(=O)NCCc2ccccc2)c1	-0.6	-8	8	-33	-12	.	3	0.0
C/C(=N\O)C(=O)NCCCn1ccnc1	-0.5	.	-36	-5	-1	.	7	0.3
SMILES	F508del corr	RAD54 inh	CASP6 VEID inh	RAD52 anneal inh	INS-1E GSIS act	E-sel inducer	DENV2 CPE	Xi reactivation
Fc1ccc(Nc2nnns2)cc1	-7.7	.	-3	2	-1	.	1	0.0
C[C@H](CO)N1C[C@H](C)[C@@H](CN(C)C(=O)c2ccccc2F)Oc2ncc(-c3cncnc3)cc2C1=O	0.7	-5	4	0	18	0.0	7	-0.4
COc1ccc(NC(=O)CN(C)CC(=O)Nc2ccc(Cl)cc2F)cc1	2.3	2	1	-20	-12	-0.1	-2	0.3
COc1cc(C(=O)C(O)c2ccc(O)c(OC)c2)ccc1O (stereo not drawn)	-1.4	-9	-2	-15	-1	-0.1	-1	-0.1
CN1C(=O)c2cc(NC(=O)Nc3cccc(Cl)c3)ccc2OC[C@@H]2O[C@@H](CC(=O)O)CC[C@@H]21	-2.5	-3	2	7	-2	0.0	7	0.2
O=C(NCc1ccccc1)c1ccccc1Br	-0.4	-6	1	-24	22	.	.	0.6
COC(=O)[C@@H]1[C@@H](CO)[C@@H]2Cn3c(ccc(-c4ccccc4F)c3=O)[C@@H]2N1Cc1ccccc1	2.6	-20	-1	-5	1	-1.5	-5	0.1
CC(=O)c1cccc(NC(=O)CSc2nc(=O)n(Cc3ccccn3)c3c2CCC3)c1	-0.4	-11	0	-5	3	-0.1	-6	-0.1
CC(C)NC(=O)Nc1ccc2c(c1)CC(=O)N([C@H](C)CO)C[C@@H](C)[C@H](CN(C)C)O2	-2.4	-1	0	7	6	0.0	-7	0.2
O=[N+]([O-])c1ccc(Cc2nnc(-c3ccc(F)cc3)o2)cc1	-4.4	.	0	-6	5	-0.1	.	0.4
Cc1onc(-c2cccc(Cl)c2Cl)c1C(=O)O/N=C(\N)c1ccc([N+](=O)[O-])o1	-1.0	-3	-1	-5	-11	0.0	8	0.0
CC1(C(=O)NCc2ccccn2)C=CCN1C(=O)c1ccccc1 (stereo not drawn)	1.8	-4	0	-8	-6	.	0	0.0
COc1ccc(-c2[nH]ncc2/C=N/NC(=O)c2ccncc2)c(OC)c1	0.1	7	0	-7	12	-0.1	15	-0.2
CCC1=NN(C(=O)COc2ccccc2)C(O)(c2ccncc2)C1 (stereo not drawn)	5.6	-16	-1	-8	15	.	2	0.0
COc1cccc(NC(=O)CN(Cc2ccccc2)S(C)(=O)=O)c1	.	-1	-3	4	-4	-1.9	.	0.4
CCC(=O)N(C)C[C@H]1[C@@H](c2ccc(C3=CCCCC3)cc2)[C@@H](CO)N1C(=O)CC	-1.2	0	.	.	6	0.1	9	0.2
COc1ccccc1CC(=O)Nc1ccc(S(=O)(=O)N(C)C2CCN(C)CC2)cc1	1.6	6	13	-1	5	-0.6	-2	-0.1
Cc1ccc(C(=O)NC(C)c2nnc(SCC(=O)NC3CCCC3)n2C)cc1 (stereo not drawn)	2.0	-8	-1	-13	-4	0.0	0	-0.1

Screens from PubChem BioAssay.
